Smad3 FoxH1 inh – Smad3/FoxH1 peptide binding inhibitors, primary screen, biochemical, TR-FRET | Mothers against decapentaplegic homolog 3 (Homo sapiens), P84022 | TR-FRET Smad3/Dy647-FoxH1 peptide binding, europium anti-His | inhibition, % at 25 µM | actives 0.29% (n = 88,000) | AID 630, 2007;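 active = compounds that reduce the energy-transfer binding signal between the protein and its labelled peptide by more than half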;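 also: 0% = Smad3 plus labelled peptide maximal FRET and 100% = peptide-only background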
HUVEC tox IL1B – cytotoxicity in IL-1B stimulated HUVEC, primary screen, cytotoxicity control for IL-1B NFkB translocation project, imaging, Hoechst nuclear count, IL-1B stimulus; actives 0.41% (n = 94,000); AID 845, 2007; HUVEC cell count loss; cell count reduction, % at 2 µM;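 active = cell count reduction more than 3 SD above the screen-wide mean, cut at about 70% in these data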;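 also: normalized per plate to untreated control cells as the no-loss baseline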
Fibroblast inh – antiproliferative effect on LL 47 fibroblasts – human, LL 47 cells, CellTiter-Glo luminescence, primary screen; AID 719, 2007; actives 1.1% (n = 85,000); LL 47 human lung fibroblast viability, ATP luminescence; stronger effect = lower value; viability, % at 10 µM;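 active = viability at or below 50% in the single dose screen; inactive = viability above 50%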;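 also: compound exposure lasted 72 h before the ATP readout; 100% = median luminescence of untreated cell-only wells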
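Test system: LL 47 human lung fibroblasts / Quantity: 1,150 cells in each well / Medium: IMEM growth medium with 15% fetal bovine serum / Incubation: 72 h compound exposure at 37 °C after overnight plating / Detection: CellTiter-Glo luminescence measuring cellular ATP / Read-out: % viability versus median cells-only luminescence / Benchmarks: cell-only wells, no compound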
HUVEC prolif 384 – inhibitors of HUVEC proliferation, primary screen, cell-based, 384-well; actives 1.1% (n = 86,000); CellTiter-Glo luminescence, 72 h; stronger effect = lower value; AID 648, 2007; viability, % at 10 µM (by protocol);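 active = viability at or below 30%; inactive = viability above 30%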;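 also: 100% = median luminescence of DMSO-only cell control wells on each plate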
VCAM1 TNFa inh – inhibitors of TNFa-induced VCAM1 expression, primary screen, imaging, HUVEC, TNFa stimulus, immunofluorescence; HUVEC TNFa-induced VCAM-1 immunofluorescence, high-content imaging; inhibition, % at 2 µM; actives 0.48% (n = 95,000);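 active = inhibition above the batch mean plus 3 SD, with images confirmed as a hit by eye, cut at about 37% in these data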;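 also: 0% = TNF-stimulated DMSO wells and 100% = unstimulated control wells; not every result past the cut was called active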
H69AR growth 86K – proliferation blockers of H69AR lung cancer cells, primary screen, cell-based, human, 86K library | H69AR lung tumor viability, ATP luminescence, 72 h; stronger effect = lower value | viability, % at 10 µM | actives 6% (n = 85,000) | AID 598, 2007;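 active = viability at or below 40%; inactive = viability above 40%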;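 also: multidrug resistant small cell line overexpressing MRP-1 efflux transporter; 100% = mean luminescence of untreated control wells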
Pyk2 oligo antag – antagonists of Pyk2 self-association, primary screen, Q293 cells, FERM NanoBiT luminescence, HTS | Protein-tyrosine kinase 2-beta (Homo sapiens), Q14289 | stronger effect = lower value | z-score (the deposit names both 25 µM and 10 µM) | actives 0.83% (n = 99,000) | AID 1347419, 2020;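 active = Z-score of -3 or lower, scaled per plate to the spread of control and sample wells; inactive = z-score above -3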;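 also: negative z-score means lost luminescence so less FERM oligomerization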
Target sequence (Q14289 whole entry, looked up): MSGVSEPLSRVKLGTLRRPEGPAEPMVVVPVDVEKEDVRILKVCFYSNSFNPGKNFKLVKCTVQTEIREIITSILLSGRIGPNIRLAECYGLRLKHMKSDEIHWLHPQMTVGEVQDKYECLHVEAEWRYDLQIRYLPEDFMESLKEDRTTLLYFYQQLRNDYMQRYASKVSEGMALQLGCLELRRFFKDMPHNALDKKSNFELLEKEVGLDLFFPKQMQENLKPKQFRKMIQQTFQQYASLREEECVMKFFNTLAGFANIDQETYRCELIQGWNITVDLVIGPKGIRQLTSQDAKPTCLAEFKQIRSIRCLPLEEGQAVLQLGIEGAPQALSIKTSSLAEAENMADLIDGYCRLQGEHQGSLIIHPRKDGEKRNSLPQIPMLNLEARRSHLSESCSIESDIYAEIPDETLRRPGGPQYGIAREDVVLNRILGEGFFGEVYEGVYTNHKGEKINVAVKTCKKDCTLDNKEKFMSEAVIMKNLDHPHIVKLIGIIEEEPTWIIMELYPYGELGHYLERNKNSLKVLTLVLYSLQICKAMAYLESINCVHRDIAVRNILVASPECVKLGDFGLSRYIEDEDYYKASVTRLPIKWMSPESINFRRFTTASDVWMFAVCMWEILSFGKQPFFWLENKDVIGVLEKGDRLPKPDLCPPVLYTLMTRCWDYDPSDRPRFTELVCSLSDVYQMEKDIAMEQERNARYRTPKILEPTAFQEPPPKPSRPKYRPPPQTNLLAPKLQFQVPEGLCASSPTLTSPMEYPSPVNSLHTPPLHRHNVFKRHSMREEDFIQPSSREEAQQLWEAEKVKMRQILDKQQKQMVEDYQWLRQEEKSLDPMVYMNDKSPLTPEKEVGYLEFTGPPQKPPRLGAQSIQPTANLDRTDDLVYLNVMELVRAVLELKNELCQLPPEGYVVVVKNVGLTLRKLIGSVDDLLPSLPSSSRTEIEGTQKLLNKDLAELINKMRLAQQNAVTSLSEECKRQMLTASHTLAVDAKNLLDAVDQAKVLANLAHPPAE
F-actin modifier – modifiers of F-actin cytoskeleton organization, primary screen, imaging, HUVEC, phalloidin staining, high-content imaging; actives 0.18% (n = 91,000); HUVEC TNFa F-actin phalloidin imaging; inhibition, % at 2 µM;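 active = inhibition above the batch mean plus 3 SD and confirmed as a hit by visual image inspection, cut at about 30% in these data, passing the limit was not always enough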; also: strong numbers were not always called active
TNFa cytotox – cytotoxicity in TNFa-stimulated HUVEC, primary screen, cytotoxicity control for VCAM1 expression modulator project, imaging, Hoechst nuclei count; HUVEC TNFalpha-stimulated, Hoechst cell count; cell count reduction, % at 2 µM; actives 0.17% (n = 93,000); AID 848, 2007;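 active = cell count reduction exceeding the screen mean by over 5 SD, scaled to untreated wells per plate, cut at about 78% in these data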;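 also: cells counted after 24 h of TNF alpha exposure following the 1 h pretreatment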
* marks the source's active call; other numbers are inactive results; / = no result given; [ ] = dose if it differs, or a comment. An excerpt; rates above refer to the full screens.

Values run as follows: Smad3 FoxH1 inh, HUVEC tox IL1B, Fibroblast inh, HUVEC prolif 384, VCAM1 TNFa inh, H69AR growth 86K, Pyk2 oligo antag, F-actin modifier, TNFa cytotox
COc1ccc(-c2nc(SC)n(C(=O)c3ccco3)n2)cc1
 : 5, -16, /, 93, -3, 108, 0, -27, -3
O=c1c2cn[nH]c2[nH]c(=S)n1-c1ccccc1
 : 8, -37, 98, 94, -38, 104, -0.39, 4, -20
Cc1ccnc(NC(=O)CCC2CCCCC2)c1
 : 3, -16, 88, 79, -6, 82, -0.63, 25, -17
CC12C=CC3(CN(Cc4ccccc4)C(=O)C3C1C(=O)NCc1ccco1)O2 (stereo not drawn)
 : -16, 0, 98, 95, 27, 78, 0.28, 0, 41
CN(Cc1ccco1)C(=O)C(Cc1ccccc1)NS(=O)(=O)c1ccc2c(c1)CCC(=O)N2 (stereo not drawn)
 : 8, -22, 107, 107, 0, 82, /, 4, -8
Cc1cccc(OCc2nnc(SCC(=O)N3CCc4ccccc43)n2C)c1
 : -3, 8, /, 94, -9, 87, 0.26, -10, 6
CCSc1nnc(NC(=O)CSc2nnc(Cc3cccn3C)n2CCc2ccccc2)s1
 : /, 16, /, /, 0, /, -0.61, 27, -22
CCOc1ccc(-n2c(SC)nc3c(c2=O)SCC3)cc1
 : -6, /, 98, 101, /, 93, -0.73, /, /
CC(C)OC(=O)CC(=O)c1sc2nc3c(cc2c1N)CN(C)CC3
 : 5, /, 103, 97, /, 97, /, /, /
CCc1cc(C(=O)OC)c(NC(=O)CC2NCCNC2=O)s1 (stereo not drawn)
 : 3, 14, 88, 92, -7, 88, 0, -2, -5
CCCCOc1ccc(CNC(=S)N/N=C/c2ccc(OC)c(OC)c2)cc1
 : /, -6, /, /, -12, /, 0.64, -12, -13
O=C1c2ccccc2C(=O)c2c1cccc2N1CCN(CCO)CC1
 : /, -12, /, /, 16, /, -0.68, 13, -2
COc1cc(C2c3c(-c4ccccc4)n[nH]c3C(=O)N2c2ccc(C(=O)O)cc2)ccc1O (stereo not drawn)
 : -12, -2, 94, 106, 14, 97, /, -1, -30
CCOC(=O)c1sc(NC(=O)CSc2ncccn2)c(C#N)c1C
 : 5, -8, 89, 93, -11, 84, 1.2, -7, -10
Cc1noc(C)c1COC(=O)c1ccc2c(c1)OCCO2
 : 1, -13, 101, 96, -7, 99, 0.96, 3, -11
COc1ccccc1NC(=O)COC(=O)c1cnccn1
 : 14, 19, 98, 93, 9, 90, -0.34, 13, 0
CCCN(CCC)C(=O)CSc1nc2n[nH]c(C)c2c(=N)n1-c1ccc(OC)cc1
 : /, 35, /, /, 5, /, -2.5, 18, -2
CCN(CC)CCNC(=O)c1ccccc1C(=O)c1ncc[nH]1
 : 3, -7, 102, 98, -25, 100, -0.14, 10, -31
Cc1cc(S(=O)(=O)Nc2ccccc2C(=O)O)ccc1Cl
 : 0[fluorescence artefact?], -40, 96, 85, 10, 68, 0.22, 6, 0
NC(=O)C1CCN(C(c2ccccc2F)c2nnnn2Cc2ccco2)CC1 (stereo not drawn)
 : 17, 3, 96, 97, 0, 84, -0.34, 6, -10
CC(C)c1ccc(O)c(NC(=O)c2cncc(Br)c2)c1
 : 4, -4, 89, 92, 5, 78, -0.76, -12, -19
O=C(O)[C@H](Cc1ccccc1)N1Cc2ccccc2C1=O
 : -2, 11, 94, 92, 16, 93, /, 13, 0
O=C(CCSc1nnc(-c2ccncc2)o1)Nc1ccccc1Cl
 : 6, -52, 98, 106, 6, 88, 0.51, -2, -30
COc1ccc(/C(=N/O)C(C)(C)NO)cc1
 : -4, -5, 92, 83, -4, 89, -1, 5, -6
COC(=O)Cn1nc(-c2ccccc2)c2ccccc21
 : -2, 20, 97, 104, /, 102, 0.86, /, /
Nc1cccnc1Sc1cccc(Cl)c1
 : /, 1, /, /, 5, /, 0.56, 2, -7
CS(=O)(=O)N(CC(=O)N1CCCCCC1)c1ccc2c(c1)OCCO2
 : 1, -1, 104, 101, 6, 99, -0.43, 10, /
CC(C)(C)c1nnc(NS(C)(=O)=O)s1
 : 8, -16, 102, 91, 2, 94, 0.3, 16, -22
Cc1ccc(NS(=O)(=O)c2ccc3c(c2)oc(=O)n3C)cc1F
 : 11, 17, 98, 98, 8, 102, /, 1, 6
COc1ccc(C(=O)NCCC(C)C)cc1S(=O)(=O)N1CCOCC1
 : -1, -17, 113, 109, 12, 97, -0.23, 14, -30
Cc1oc(-c2cccs2)[n+]([O-])c1C
 : -4[fluorescence artefact?], -13, 102, 101, 0, 108, 1.5, -3, 12
COc1ccc2nc(NC(=O)c3cc(S(=O)(=O)N4CCOCC4)ccc3C)sc2c1
 : 1, 1, 98, 97, 21, 60, 0.5, -4, 5
CCOC(=O)N1CCN(C(=O)CSCC(=O)N=c2sc3ccccc3n2C)CC1
 : -7, -1, 99, 100, 8, 88, 0.22, 2, -29
CCCCOC(=O)C1C2C=C[C@]3(CN(C(C)c4ccc(OC)cc4)C(=O)[C@H]13)O2 (stereo partly drawn)
 : 1, -15, 92, 107, -3, 96, 0.37, 30, -6
CC1(C)CC(=O)C(C=NCCc2ccccn2)=C(O)C1
 : 14, -12, 102, 100, -26, 97, 0.19, /, 1
O=C(CNC(=O)c1ccc(Cl)cc1Cl)NCC(=O)Nc1ccccc1N1CCOCC1
 : 8, 7, 99, 89, 10, 92, 0.68, -16, -16
CC1=CCP(=O)(c2ccccc2)C1 (stereo not drawn)
 : -12, 7, 99, 103, 20, 91, -0.37, -38, -11
Cc1ccc(C)c2nc(N3CCCC3)c(C#N)cc12
 : -2, /, 99, 104, /, 95, -0.33, /, /
CC1=NN(Cc2ccccc2)C(=O)C1C(c1ccccc1)C(C#N)C#N (stereo not drawn)
 : /, -48, /, /, -2, /, -3.6*, 21, -5
Cc1cccc(NC(=O)N(Cc2nc3ccccc3c(=O)[nH]2)C2CCCC2)c1
 : 6, -23, 87, 81, 14, 95, 0.08, -4, -23

Reprinted from the results shown, 10 compounds:
Values run as follows: Smad3 FoxH1 inh, HUVEC tox IL1B, Fibroblast inh, HUVEC prolif 384, VCAM1 TNFa inh, H69AR growth 86K, Pyk2 oligo antag, F-actin modifier, TNFa cytotox
CC(C)c1ccc(O)c(NC(=O)c2cncc(Br)c2)c1
 : 4, -4, 89, 92, 5, 78, -0.76, -12, -19
O=C(O)[C@H](Cc1ccccc1)N1Cc2ccccc2C1=O
 : -2, 11, 94, 92, 16, 93, /, 13, 0
O=C(CCSc1nnc(-c2ccncc2)o1)Nc1ccccc1Cl
 : 6, -52, 98, 106, 6, 88, 0.51, -2, -30
COc1ccc(/C(=N/O)C(C)(C)NO)cc1
 : -4, -5, 92, 83, -4, 89, -1, 5, -6
COC(=O)Cn1nc(-c2ccccc2)c2ccccc21
 : -2, 20, 97, 104, /, 102, 0.86, /, /
Nc1cccnc1Sc1cccc(Cl)c1
 : /, 1, /, /, 5, /, 0.56, 2, -7
CS(=O)(=O)N(CC(=O)N1CCCCCC1)c1ccc2c(c1)OCCO2
 : 1, -1, 104, 101, 6, 99, -0.43, 10, /
CC(C)(C)c1nnc(NS(C)(=O)=O)s1
 : 8, -16, 102, 91, 2, 94, 0.3, 16, -22
Cc1ccc(NS(=O)(=O)c2ccc3c(c2)oc(=O)n3C)cc1F
 : 11, 17, 98, 98, 8, 102, /, 1, 6
COc1ccc(C(=O)NCCC(C)C)cc1S(=O)(=O)N1CCOCC1
 : -1, -17, 113, 109, 12, 97, -0.23, 14, -30

(continued)
Values run as follows: Smad3 FoxH1 inh, HUVEC tox IL1B, Fibroblast inh, HUVEC prolif 384, VCAM1 TNFa inh, H69AR growth 86K, Pyk2 oligo antag, F-actin modifier, TNFa cytotox
CC(=O)Nc1ccc(S(=O)(=O)N2CCN(c3ccccn3)CC2)cc1
 : -4, 14, 99, 97, 16, 83, -0.27, /, -10
C=C(c1ccc(OCCO)cc1)c1ccc(OCCO)cc1
 : 0, -2, 95, 104, 2, 97, -0.05, -16, -13
C=CCNc1nc(-c2ccc(Cl)cc2)cs1
 : -2, -17, 88, 95, 6, 93, 0.24, -2, -5
CC(NC(=O)CN(C)Cc1nc2ccccc2c(=O)[nH]1)c1ccccc1 (stereo not drawn)
 : 0, -2, 96, 82, -22, 91, -0.26, -20, 6
O=C(C(Cc1ccccc1)n1cccc1)N1CCCCC1 (stereo not drawn)
 : 11, 0, 98, 84, 5, 94, /, 13, -50
Cc1ccc(/C(N)=N/OC(=O)Oc2ccccc2)cc1
 : -4, -14, 94, 97, 4, 91, -0.23, -19, 7
Nc1nc2ccc(S(=O)(=O)N3CCCCC3)cc2s1
 : -8, 5, 47*, 82, 8, 0.7*, /, 9, -9
CCCCSc1nc(CCC)cc(=O)[nH]1
 : 3, -48, 101, 100, 2, 83, 1.9, 14, -35
Cc1nc2ncnn2c(C)c1CCC(=O)N1CCc2ccccc21
 : -5, /, 102, 80, /, 97, 0.36, /, /
COC(=O)CSCc1nc2ccccc2[nH]c1=O
 : -26, /, 106, 91, /, 84, /, /, /
c1ccc(CCc2nc(-c3cccnc3)no2)cc1
 : 4, -2, 95, 93, 18, 87, -0.6, 1, -13
O=C(COc1ccc(Cl)cc1)Nc1ccc(Cl)cn1
 : -2, -32, 95, 74, 15, 94, -0.43, 7, -7
Cc1cc(C)c(NC(=O)c2ccc(CN3CCc4ccccc4C3)cc2)c(C)c1
 : /, -4, /, /, -30, /, 0.64, 10, -11
CCCCCCn1c(SCCCC)nc2c1c(=O)[nH]c(=O)n2C
 : 8, -10, 95, 88, -1, 84, -1.1, 13, 2
CC(C)CNC(=O)c1ccccc1Oc1ccccc1
 : 2, 5, 97, 101, 1, 94, -0.07, -4, -2
CN(C)CC(C)(C)NS(=O)(=O)c1ccc(Cl)cc1
 : -9, -2, 107, 104, -8, 92, -0.01, /, -9
O=C(CSc1ncn[nH]1)N1CCN(S(=O)(=O)c2ccc(Cl)cc2)CC1
 : 1, 32, 91, 94, 20, 88, 0.01, 11, -18
CCC(C)OC(=O)n1ccc(C(=O)Nc2nccs2)n1 (stereo not drawn)
 : -1, 18, 97, 94, -10, 75, -0.17, 0, -3
Cc1ccc(-c2oc3ncnc(N)c3c2-c2ccc(C)cc2)cc1
 : /, -39, /, /, 17, /, -1.5, -50, 33
COc1ccc(OC)c(S(=O)(=O)N(C)CC(=O)Nc2ccc3c(c2)OCO3)c1
 : 29, -46, 101, 98, -25, 87, 0.43, 14, -14
Cc1cccc(OCC(=O)NC(=S)Nc2ccc(S(=O)(=O)NC3CCCCC3)cc2)c1
 : /, -5, /, /, 5, /, 1, -6, -16
COc1cccc(-c2cc(C(F)(F)F)c3c(N)c(C#N)sc3n2)c1
 : /, -11, /, /, 25, /, /, -5, -12
